Screening results (PubChem BioAssay)
MRP reversal: MRP-mediated drug resistance reversal. H69AR cells + 2 uM doxorubicin, CellTiter-Glo, 72 h. 85,000 compounds, 0.04% hits. differential viability (reversal), % at 10 µM;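 active = viability drop by adding the cancer drug above about 55%, with treated viability meeting a 40% cutoff, limit read from the data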;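 note: viability without doxorubicin minus viability with 2 µM doxorubicin for each compound; larger differential means the compound sensitizes cells more to doxorubicin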
PLAP inhibitors HTS: inhibition of human placental alkaline phosphatase – biochemical, luminescence, HTS (AID 690); purified PLAP, luminescent substrate; higher % means a stronger effect; inhibition, % at 20 µM, or IC50 in µM where a hit was titrated; 96,000 compounds, 0.08% hits; in the data active = a potency from the dose series; inactive = the rest, 99 in 100 with inhibition below about 30%; note: strong numbers were not always called active
Bcl-B TR3 displacers: displacers of TR3 peptide from Bcl-B, primary screen, selectivity assay for Bfl-1 inhibitor project, biochemical, fluorescence polarization; displacement, % at 20 µM; hits with a dose series show IC50 in µM; 96,000 compounds, 0.11% hits; FP displacement of FITC-TR3 peptide from Bcl-B; higher % means a stronger effect;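 active = displacement above 50% at 20 µM plus a fluorescence interference ratio under 1.5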;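 note: plate controls were wells without compound for no effect and wells lacking Bcl-B protein for full effect; a part of the inactive calls stands beside numbers as strong as those of hits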
NFkB transloc pot: enhances IL-1B driven NFkB nuclear translocation; HUVEC IL-1B NFkB p65 nuclear translocation imaging; activation, % at 2 µM; 94,000 compounds, 0.3% hits; AID 819;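 active = activation above 40%, about the mean plus 3 SD, also judged a hit on visual image review; inconclusive = activation above 40% but not a hit on visual review; inactive = activation not above 40% and no visual hit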;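 note: percent activation is computed from the nuclear over cytoplasmic p65 intensity ratio; values of inactives mirror those of a sister screen read the other way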
IL1B NFkB inh: blocks IL-1B driven NFkB nuclear translocation in HUVEC cells | HUVEC IL-1B NFkB p65 nuclear translocation imaging | inhibition, % at 2 µM | 94,000 compounds, 0.43% hits;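 active = inhibition above about 30% together with a positive call from visual inspection of the well image, limit read from the data; inconclusive = inhibition above a set limit but visual check negative; inactive = inhibition not above a set limit, visual check negative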;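 note: nuclear over cytoplasmic p65 intensity ratio measured by imaging; 0% = IL-1B stimulated DMSO wells and 100% = unstimulated DMSO wells; values of inactives mirror those of a sister screen read the other way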
MRP reversal cytotoxicity: recorded beside MRP reversal, whose call it bears; viability, %; H69AR cells, CellTiter-Glo, 72 h; measured here: cytotoxicity without doxorubicin
MRP reversal with doxorubicin: also measured in MRP reversal; calls as there; viability, %; measured here: viability with 2 uM doxorubicin; active compounds read low
IL1B NFkB inh cell count 2 µM: further read-out of IL1B NFkB inh, marked with its call; cell count; measured here: cells passing quality filter;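 raw number of nuclei counted in each imaged well without normalization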
NFkB transloc pot cell count 2 µM: also measured in NFkB transloc pot; calls as there; cell count; measured here: cells passing quality filter
* hit, by the source's call; ? = inconclusive; . = no result given.

Screens in order: MRP reversal, MRP reversal cytotoxicity, MRP reversal with doxorubicin, PLAP inhibitors HTS, Bcl-B TR3 displacers, NFkB transloc pot, NFkB transloc pot cell count 2 µM, IL1B NFkB inh, IL1B NFkB inh cell count 2 µM
- Cn1c(N)c(C(=O)COC(=O)c2cccs2)c(=O)n(C)c1=O
    -13, 91, 104, 0%, 1%, ., ., ., .
- Cc1nnc(NC(=O)C2C3C=CC(O3)C2C(=O)O)s1 (configuration not stated)
    -3, 82, 86, -4%, -16%, -1, 80, 0, 80
- CCOc1cc(C(=O)N(C)c2ccccc2)cc(OCC)c1OCC
    12, 91, 79, -48%, 10%, 9, 164, -9, 164
- CC(C)Cn1c(N)c(C(=O)NCC2CCCO2)c2nc3ccccc3nc21 (configuration not stated)
    -23, 36, 59, -96%, 14%, ?, ., -44, 176
- CCc1ccc(-c2nc(CN3CCC(C(=O)NCc4ccc(F)cc4)CC3)c(C)o2)cc1
    -8, 3, 12, -76%, 16%, -3, 185, 3, 185
- C=CCn1c(SCC(=O)Nc2c(C)n(C)n(-c3ccccc3)c2=O)nc2scc(-c3ccccc3)c2c1=O
    -8, 56, 64, -84%, -9%, 22, 141, -22, 141
- COC(/C=C/Nc1ccc(C)cc1)=C(C#N)C#N
    ., ., ., 4%, -4%, 9, 135, -9, 135
- CCCC(=O)C1=C(O)C(C(=O)OC)C(C)(C)CC1=Nc1cccc2ccccc12 (configuration not stated)
    -5, 71, 76, ., ., 0, 137, 0, 137
- CCn1c(=O)c(-[n+]2ccccc2)c(O)c2ccccc21
    7, 97, 90, -2%, -2%, 33, 142, -32, 142
- Cn1cccc1Cc1nnc(SCC(=O)N2CCCCCC2)n1-c1ccc(F)cc1
    3, 86, 83, -80%, 1%, -6, 159, 6, 159
- O=C(O)c1ccc(OC(F)(F)C(F)C(F)(F)F)cc1 (configuration not stated)
    -5, 99, 104, -10%, 5%, -8, 123, 8, 123
- Cc1cc2cc(CN(C(=O)C3CC3)C3CCCC3)c3nnnn3c2cc1C
    -2, 78, 80, -60%, 14%, ., ., ., .
- COc1ccc(N2CCN(C(c3cc4cc(C)ccc4[nH]c3=O)c3nnnn3Cc3ccccc3)CC2)cc1 (configuration not stated)
    17, 69, 52, -61%, -11%, ., ., ., .
- N#Cc1c2c(c(N3CCN(c4ccccn4)CC3)n3c1nc1ccccc13)CCC2
    ., ., ., 4%, -86%, 14, 91, -14, 91
- CCCCc1nnc(NC(=O)CSc2nc(=O)cc(N)n2-c2cccc(C)c2)s1
    -7, 107, 114, -49%, -5%, 5, 193, -5, 193
- O=S(=O)(N/N=C/c1ccc2c(c1)OCCO2)c1ccc(Cl)cc1
    ., ., ., -18%, 1%, 3, 141, -3, 141
- Cc1cc(C)cc(NC(=O)Cn2c(=O)oc3cc(S(=O)(=O)N4CC(C)CC(C)C4)ccc32)c1 (configuration not stated)
    -20, 55, 75, -51%, 0%, -6, 168, 6, 168
- COC(=O)C(CC(C)C)NC(=O)c1ccc([N+](=O)[O-])c(C)c1 (configuration not stated)
    ., ., ., 0%, -2%, -8, 142, 8, 142
- Cc1cccn2c(=O)c3cc(C(N)=S)c(=N)n(CCCOC(C)C)c3nc12
    9, 62, 53, -28%, 12%, 23, 98, -23, 98
- CCn1cc(C(=O)N2CCN(Cc3ccc4c(c3)OCO4)CC2)c2cc(OC)c(OC)cc2c1=O
    10, 66, 57, -31%, -6%, 6, 158, -6, 158
- CCN1CCN(C(=O)c2ccc(Cn3c(=O)[nH]c4cc(OC)c(OC)cc4c3=O)cc2)CC1
    ., ., ., -70%, 7%, -18, 130, 18, 130
- Cc1ccc(C2CC(c3ccccc3Cl)n3nc(N)nc3N2)cc1 (configuration not stated)
    5, 90, 85, -3%, -11%, 17, 54, -17, 54
- Cc1oc(-c2ccc(Cl)cc2)nc1CN1CCC(C(=O)N2CCc3ccccc3C2)CC1
    -1, 1, 2, -48%, -5%, -12, 53, 12, 53
- CCc1ccc(NC(=O)c2sccc2-n2cccc2)cc1
    -2, 80, 82, 51%, 1%, 13, 156, -13, 156
- Cc1nc2cc(C(=O)O)ccc2n1-c1ccc(F)cc1F
    1, 100, 99, 21%, 7%, 1, 157, -1, 157
- O=C(NNC(=O)c1sccc1-n1cccc1)c1cccc(Cl)c1
    ., ., ., -55%, -3%, 2, 117, -2, 117
- CCn1c(C)c(CCC(=O)O)c(=O)n2nc(-c3ccccc3OC)cc12
    -36, 51, 88, -16%, 2%, 6, 87, -6, 87
- CN(CCOc1ccc(Cl)cc1)c1ccc(S(=O)(=O)N2CCCCC2)cn1
    -6, 97, 103, -34%, -6%, 7, 99, -7, 99
- COC(=O)c1cn[nH]c1NC(=S)Nc1ccccc1C
    ., ., ., 19µM*, -4%, 3, 164, -2, 164
- CCOc1cc(CNCCO)cc(Br)c1OCc1ccc(Cl)cc1Cl
    ., ., ., -26%, 4%, 16, 158, -16, 158

Some of the entries above in a different format:
molecule	MRP reversal	MRP reversal cytotoxicity	MRP reversal with doxorubicin	PLAP inhibitors HTS	Bcl-B TR3 displacers	NFkB transloc pot	NFkB transloc pot cell count 2 µM	IL1B NFkB inh	IL1B NFkB inh cell count 2 µM
O=S(=O)(N/N=C/c1ccc2c(c1)OCCO2)c1ccc(Cl)cc1	.	.	.	-18%	1%	3	141	-3	141
CCc1ccc(-c2nc(CN3CCC(C(=O)NCc4ccc(F)cc4)CC3)c(C)o2)cc1	-8	3	12	-76%	16%	-3	185	3	185
CCOc1cc(CNCCO)cc(Br)c1OCc1ccc(Cl)cc1Cl	.	.	.	-26%	4%	16	158	-16	158
Cc1nc2cc(C(=O)O)ccc2n1-c1ccc(F)cc1F	1	100	99	21%	7%	1	157	-1	157
COC(=O)c1cn[nH]c1NC(=S)Nc1ccccc1C	.	.	.	19µM*	-4%	3	164	-2	164

Continued.
Screens in order: MRP reversal, MRP reversal cytotoxicity, MRP reversal with doxorubicin, PLAP inhibitors HTS, Bcl-B TR3 displacers, NFkB transloc pot, NFkB transloc pot cell count 2 µM, IL1B NFkB inh, IL1B NFkB inh cell count 2 µM
- COc1ccc2ccc3c(c2c1)N=C[C@]1(O3)N(C)c2ccccc2C1(C)C
    10, 94, 84, 9%, -5%, 1, 166, -2, 166
- CC(C)(C)C(=O)c1cnc(Nc2ccccc2Cl)s1
    2, 79, 78, -12%, 2%, 2, 71, -2, 71
- CCNC(=O)NC(=O)COC(=O)CCCSc1nc2ccccc2[nH]1
    1, 98, 97, -11%, 8%, 3, 103, -3, 103
- CCN(CC)CCNC(=O)CS(=O)Cc1nc(-c2ccc(Cl)cc2)oc1C (configuration not stated)
    0, 90, 91, -26%, -2%, 22, 69, -20, 69
- Nc1nnc(SCc2cccnc2)s1
    7, 102, 95, 5%, 0%, -5, 139, 5, 139
- COc1ccc2c(c1)c1ccccc1n2C
    -4, 87, 90, -9%, 2%, -2, 156, 2, 156
- COCCNC(=O)c1nc2c(nnn2Cc2cc(C)ccc2C)c(=O)[nH]1
    12, 103, 91, ., ., -23, 141, 23, 141
- COc1cccc(-c2[nH]nc3c2C(c2ccsc2)C(C#N)=C(N)O3)c1 (configuration not stated)
    ., ., ., 0%, -5%, -7, 140, 7, 140
- Cc1ccc(S(=O)(=O)/N=C(/NC(=S)Nc2cccc(C)c2)c2ccccc2)cc1
    ., ., ., -22%, -11%, 11, 190, -11, 190
- CCOc1ccc(Nc2nc(Cc3nnc(SCC(=O)NCc4ccco4)n3CC)cs2)cc1
    -7, 71, 79, -31%, -4%, 1, 46, -1, 46
- COc1ccc(-c2noc(Cc3ccc(Cl)cc3)n2)cc1OC
    9, 89, 80, -9%, 2%, -28, 61, 28, 61
- CC(NC(=O)OC(C)(C)C)C(=O)Oc1ccc2ccc(=O)oc2c1 (configuration not stated)
    13, 96, 83, -3%, 3%, 12, 132, -12, 132
- CN(C)S(=O)(=O)c1ccc(S(=O)(=O)N(Cc2ccco2)Cc2ccccc2Cl)cc1
    -14, 40, 54, 23%, -7%, -3, 169, 3, 169
- O=C(c1cccc(F)c1)N1CCN(c2cccc(Cl)c2)CC1
    -30, 18, 48, -23%, 0%, 5, 185, -5, 185
- O=C(CCN1C(=O)COc2ccccc21)NCc1cccnc1
    ., ., ., ., ., 29, 133, -29, 133
- CCOC(=O)c1cccc(NC(=O)C(NS(=O)(=O)c2ccc3c(c2)CCN3C(C)=O)C(C)C)c1 (configuration not stated)
    ., ., ., -5%, -13%, ., ., ., .
- O=C1CC(c2ccco2)c2ccc3ccccc3c2N1 (configuration not stated)
    7, 79, 72, 2%, 8%, -12, 167, 12, 167
- O=C(Nc1ccc(Cl)cc1C(=O)NCCN1CCOCC1)c1ccco1
    5, 89, 83, -24%, 2%, -5, 145, 4, 145
- COc1ccc(C(=O)Nn2c(SCC(=O)NCc3ccccc3)nc3ccccc3c2=O)cc1
    7, 97, 90, -10%, 7%, 10, 170, -10, 170
- COc1ccc(CCNC(=O)NC2CCCCC2)cc1
    7, 91, 84, ., ., 5, 151, -5, 151
- O=C(NC(C(=O)c1ccccc1)N1CCOCC1)c1cccs1 (configuration not stated)
    12, 96, 84, -41%, 2%, 20, 180, -20, 180
- CC(=O)c1ccc(OCC(O)CN2CCN(Cc3ccccc3)CC2)cc1 (configuration not stated)
    1, 91, 90, -46%, 3%, ., ., ., .
- O=C(NCc1ccco1)c1cc(-c2ccc(F)cc2)on1
    12, 108, 96, 16%, 1%, -9, 139, 9, 139
- CC(C)OCCCNC(=O)C1CC(=O)N(C2CCCCCCC2)C1 (configuration not stated)
    -8, 93, 101, -14%, 5%, ?, ., -42, 135
- COc1cc2[nH]c(=O)n(CCC(=O)NCc3cccnc3)c(=O)c2cc1OC
    8, 93, 85, 22%, -8%, ., ., ., .
- COc1cccc(CNC(=O)C2CCN(S(=O)(=O)N3CCCCC3)CC2)c1
    -6, 103, 109, -8%, -2%, 4, 181, -4, 181
- CCCc1cc(N2CCCC(C(=O)NCC)C2)n2ncnc2n1 (configuration not stated)
    1, 80, 78, 18%, -17%, 7, 156, -7, 156
- O=C(CSc1nnc(CNC(=O)c2ccccc2F)o1)Nc1ccc2c(c1)OCCO2
    -19, 72, 90, -29%, -5%, -9, 157, 9, 157
- CCCOC(=O)c1ccc2c(c1)C(=O)N(c1ccccc1)C2=O
    13, 99, 86, 14%, -10%, -2, 154, 2, 154
- Cc1cccc(-n2c(SCC(=O)N3CCCC3)nnc2-c2ccccn2)c1C
    5, 89, 84, -11%, 5%, 8, 130, -8, 130
- COC(=O)c1ccc(Cn2c(CN3CCOCC3)nc3ccccc3c2=O)o1
    -5, 81, 86, -40%, 1%, -4, 181, 4, 181
- Cc1ccc2cc(C(c3nnnn3CC3CCCO3)N3CCCC4(CCCCC4)C3)c(=O)[nH]c2c1 (configuration not stated)
    -13, 67, 81, ., ., 4, 177, -4, 177
- CC1(C)Cc2c(sc3ncn(N)c(=N)c23)CO1
    ., ., ., -10%, -5%, 5, 92, -5, 92

Only part of the results is shown (hit frequency here may not be typical).
